Assay outcomes deposited in PubChem BioAssay by Johns Hopkins Ion Channel Center.
CHT block: inhibitors of human choline transporter CHT; CHT-expressing cells, membrane potential dye, choline response; stronger effect = lower value; actives 0.86% (n = 310,000); B-score at 10 µM; High affinity choline transporter 1 (Homo sapiens), Q9GZV3;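 active means B-score over 3 SD under the library average, and starting fluorescence ratio not unusually high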;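 further: choline stimulus applied at its EC90 after an EC20 pre-addition; B-score computed on integrated fluorescence ratio after choline addition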
Target sequence (Q9GZV3 whole entry, looked up): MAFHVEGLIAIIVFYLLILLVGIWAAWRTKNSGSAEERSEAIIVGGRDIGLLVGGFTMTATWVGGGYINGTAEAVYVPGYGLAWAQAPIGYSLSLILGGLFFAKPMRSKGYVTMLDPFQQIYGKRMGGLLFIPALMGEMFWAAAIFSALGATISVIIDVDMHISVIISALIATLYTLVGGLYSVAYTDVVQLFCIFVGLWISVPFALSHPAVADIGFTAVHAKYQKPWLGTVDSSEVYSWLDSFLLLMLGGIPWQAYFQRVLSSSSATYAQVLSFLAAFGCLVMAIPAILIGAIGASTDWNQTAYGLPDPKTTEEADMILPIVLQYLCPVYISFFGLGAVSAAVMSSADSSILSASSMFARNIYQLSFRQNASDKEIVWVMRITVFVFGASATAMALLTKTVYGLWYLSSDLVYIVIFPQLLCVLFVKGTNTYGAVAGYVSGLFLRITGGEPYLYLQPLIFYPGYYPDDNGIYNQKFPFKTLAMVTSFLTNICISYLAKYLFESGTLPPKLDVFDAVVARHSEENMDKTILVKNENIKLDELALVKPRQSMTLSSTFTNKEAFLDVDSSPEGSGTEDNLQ
Kir21 block: inhibitors of mouse Kir2.1 inward-rectifier potassium channel | Inward rectifier potassium channel 2 (Mus musculus), P35561 | HEK293-Kir2.1, FluxOR thallium flux fluorescence; stronger effect = lower value | B-score at 10 µM | actives 0.85% (n = 310,000) | AID 1672, 2009;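 active means fluorescence ratio B-score at or below minus 3 SD of library scores, with starting-brightness B-score within 2 SD, cut at about -4.2 in these data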;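 further: channel flux triggered by added potassium and thallium sulfate stimulus; B-score of peak minus minimum fluorescence over baseline after thallium stimulus; more negative B-score means stronger Kir2.1 block with less thallium influx; some compounds called inactive have numbers as strong as hits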
Target sequence (P35561 whole entry, looked up): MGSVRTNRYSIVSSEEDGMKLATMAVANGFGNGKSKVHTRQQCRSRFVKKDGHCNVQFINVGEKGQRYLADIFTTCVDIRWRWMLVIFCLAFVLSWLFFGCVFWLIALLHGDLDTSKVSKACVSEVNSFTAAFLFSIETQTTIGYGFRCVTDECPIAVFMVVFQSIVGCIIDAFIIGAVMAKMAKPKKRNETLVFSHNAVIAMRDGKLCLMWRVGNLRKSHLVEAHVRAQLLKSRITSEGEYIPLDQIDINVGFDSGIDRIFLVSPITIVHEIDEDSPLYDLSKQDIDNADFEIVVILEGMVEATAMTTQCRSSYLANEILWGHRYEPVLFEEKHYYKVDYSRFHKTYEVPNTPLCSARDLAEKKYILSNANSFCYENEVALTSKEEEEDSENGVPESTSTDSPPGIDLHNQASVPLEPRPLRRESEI
Numbers without * were called inactive; i = inactive; · = no result given.

SMILES	CHT block	Kir21 block
CS(=O)(=O)N1Cc2ccccc2CC1C(=O)OCC(=O)Nc1ccc2ccccc2c1 (stereo unspecified)	i	-0.53
Cc1cccc(C)c1NC(=O)CSC(=O)c1sc2ccccc2c1Cl	i	0.34
CCOC(=O)N1CCN(CC(O)COc2ccccc2[N+](=O)[O-])CC1 (stereo unspecified)	i	-1.03
Cc1ccc(CN2CCN(C(=O)C3CCCO3)CC2)cc1 (stereo unspecified)	i	-0.76
CCOC(=O)c1sc(-c2ccc(OC)cc2)cc1N	i	1.39
O=C(CCCNC(=O)/C(=C/c1ccccc1F)NC(=O)c1ccccc1)OCc1ccccc1	i	-1.03
CCCn1cnc2cc(NCc3cccc(OC)c3)ccc21	i	0.29
C=CCn1c(CCc2ccccc2)nnc1SCC(N)=O	i	0.01
CN(C)S(=O)(=O)c1cccc(NC(=S)Nc2cccc3cnccc23)c1	·	-0.58
CN(C(=O)c1cccnc1)c1nc(-c2ccccc2)cs1	i	-0.76
CC(C(=O)NCCC1=CCCCC1)c1ccc([N+](=O)[O-])cc1 (stereo unspecified)	i	-5.97
C=CCOc1ccc(/C=N/NC(=O)c2c(C)nc3ccc(Cl)cn23)cc1	i	0.09
CN1CCc2nc(SCC(=O)Nc3ccc(Cl)cc3)c(C#N)cc2C1	i	0
CCOc1ccc(CCNc2nc3ccccc3n3cnnc23)cc1OCC	i	-0.07
CC(OC(=O)c1cc(S(=O)(=O)N(C)C)ccc1N1CCCC1)C(=O)NCc1ccccc1 (stereo unspecified)	i	0.06
COc1ccc(/C=C2/SC(=O)NC2=O)cc1	i	-1.57
Cc1csc(SCC(=O)NC(C)c2ccccc2)n1 (stereo unspecified)	i	0.85
Cc1cc2n(n1)C(c1cccs1)Nc1ccccc1-2 (stereo unspecified)	i	-1.14
Cc1ccc(Cn2ncc3c(N4CCN(CCc5ccccc5)CC4)ncnc32)cc1	i	-0.01
COC(=O)c1ccsc1NC(=O)C1=COCCO1	i	-0.63
N#CCC(=O)N/N=C/c1ccccc1Cl	i	-1.89
CCCN1C2CCCC1CC(NC(=O)c1cccc(Cl)c1)C2 (stereo unspecified)	i	0.01
Cc1ccccc1NC(=O)/C(C#N)=C/c1ccc(-c2ccc(Cl)c(C(=O)O)c2)o1	i	-1.25
CN(C)c1ccc(/C=C2\CCCc3c2nc2ccccc2c3C(=O)O)cc1	i	1.21
CCCc1cc(C(=O)Nc2cccc([N+](=O)[O-])c2)cs1	i	0.4
Clc1ccc(-c2nc(C3CCCCC3)no2)cc1	i	-0.37
Cc1ccc(Cl)cc1N1CCN(C(=O)C2(S(=O)(=O)c3ccc(Cl)cc3)CC2)CC1	i	1.34
O=C(c1ccc(NS(=O)(=O)c2cccc(C(F)(F)F)c2)cc1)N1CCCC1	i	0.53
CCOc1ccc(NC(=O)CN2CCN(CC(=O)Nc3ccc4c(c3)OCO4)CC2)cc1	i	1.53
COc1cccc(C(=O)Nc2nc3c(s2)CN(C)CC3)c1	i	0.84
Cc1cc(OCCCCN2C(=O)NC(C)(C)C2=O)cc(C)c1Cl	i	0.02
O=C(Nc1ccc(Cc2ccncc2)cc1)c1cc([N+](=O)[O-])ccc1N1CCOCC1	i	1.93
Cc1cc2cc(C(c3nnnn3Cc3ccco3)N3CCCCC3)c(=O)[nH]c2cc1C (stereo unspecified)	i	0.05
Cc1ccccc1CNC(=O)c1ccccc1C	i	-0.4
CCSc1ncnc2sc(C)c(C)c12	i	-0.41
Cc1ccc(C)c(NC(=S)NCCc2ccc(F)cc2)c1	i	-4.5*
CCOc1ccc(NC(=O)CC2C(=O)N(c3ccc(OC)c(Cl)c3)C(=S)N2C2CC2)cc1 (stereo unspecified)	i	0.49
O=C(O)CCCCCNS(=O)(=O)c1c(Cl)cccc1Cl	i	-2.26
COc1ccc(C(OCC(O)CNC(C)c2ccccc2)c2ccc(OC)cc2)cc1 (stereo unspecified)	i	-3.05
CCOc1ccc(NCc2cc3c(C(C)(C)C)nn(-c4ccccc4)c3[nH]c2=O)cc1	i	0.64

As a short view, five of the compounds above:
SMILES	CHT block	Kir21 block
Cc1cc(OCCCCN2C(=O)NC(C)(C)C2=O)cc(C)c1Cl	i	0.02
O=C(Nc1ccc(Cc2ccncc2)cc1)c1cc([N+](=O)[O-])ccc1N1CCOCC1	i	1.93
Cc1cc2cc(C(c3nnnn3Cc3ccco3)N3CCCCC3)c(=O)[nH]c2cc1C (stereo unspecified)	i	0.05
Cc1ccccc1CNC(=O)c1ccccc1C	i	-0.4
CCSc1ncnc2sc(C)c(C)c12	i	-0.41

(more compounds)
SMILES	CHT block	Kir21 block
Cc1ccc(CCNC(=O)CCSCc2ccc(Cl)cc2)cc1	i	-1.28
CCN1CCN(C(=O)C2CCC(CNS(=O)(=O)c3ccc(NC(C)=O)cc3)CC2)CC1 (stereo unspecified)	i	1.79
CN1C(C(=O)NCc2cccc(C(F)(F)F)c2)CC2Cn3c(nc4cc5ccccc5cc43)C21 (stereo unspecified)	i	1.43
CCOC(=O)CCn1c2nc(C)cc(C)c2c(=O)n1-c1ccccc1	i	-1.3
CCCCNC(=O)c1ccccc1NC(=O)CCSc1ccccc1	i	0.74
CCOc1ccc(NS(=O)(=O)c2ccc(C(=O)N3CCCCCC3)cc2)cc1	i	-0.28
O=C(Nc1nonc1-c1ccc(Cl)cc1)c1ccccc1	i	-0.3
COc1ccc(-c2noc(-c3ccccc3C(=O)NCc3ccco3)n2)cc1OC	i	-0.02
CSCc1ccc(C(=O)N2CCCC(Nc3ccc(F)cc3)C2)o1 (stereo unspecified)	-5.2*	-5.72*
O=C(COC(=O)COc1ccccc1)NCc1ccco1	i	1.35
COC(=O)c1nc(-n2nc(C)cc2C)ccc1Cl	i	-0.12
COc1ccc(NC(=O)CCN2CCN(S(=O)(=O)c3ccc(Br)cc3)CC2)cc1	i	-1.54
COc1ccc(CN2CCNC(=O)C2CC(=O)N2CCCO2)c(OC)c1 (stereo unspecified)	i	0.9
CCOCCCN(C(=O)CNC(=O)c1ccco1)C(C(=O)NC1CCCC1)c1ccccc1C (stereo unspecified)	i	2.42
COc1ccc(OC)c(NC(=O)CSc2ncccc2C(=O)O)c1	i	0.25
COc1ccc(S(=O)(=O)CCC(=O)N2CCN(c3cccc(Cl)c3)CC2)cc1	i	-0.05
Cc1cc(C)n(CC(C)NC(=O)CCc2nnc(CCc3ccccc3)o2)n1 (stereo unspecified)	i	-2.62
Nc1ncc(N=Nc2cc(C(=O)O)ccc2Cl)s1	i	·
CCOc1ccc(C2CC(c3ccc(F)cc3)Nc3nc(N)nn32)cc1 (stereo unspecified)	i	1.53
COc1ccc(N(C)S(=O)(=O)c2c(C)[nH]c(=O)[nH]c2=O)c(OC)c1	i	0.21
CC(=O)Nc1ccc(S(=O)(=O)N2CCSC2c2ccccc2)cc1 (stereo unspecified)	i	-0.99
N#CC(C#N)=C1CCc2ccccc2N1	i	-0.04
Cc1cc(C(=O)OCC(=O)Nc2ccc(S(N)(=O)=O)cc2)c2ccccc2n1	i	0.68
Cc1ccccc1N/C(SCc1cccc(Br)c1)=C(/C#N)C(N)=O	i	1.03
CCNS(=O)(=O)c1ccc(CCC(=O)NCc2cccnc2)cc1	i	0.72
CC1CCN(CCOCCOc2ccccc2-c2ccccc2)CC1	i	-5.49*
Cc1ccc(OCc2cc(C(=O)N3CCN(CC(=O)NC(C)C)CC3)no2)cn1	i	-0.84
CSCc1ccc(C(=O)Nc2cc(C)cc(C)c2)cc1	i	0.71
CSc1ccc(NC(=O)Nc2cccn(Cc3ccccc3)c2=O)cc1	i	0.11
Cc1cc2cc(CCNC(=O)c3ccc(S(=O)(=O)N4CCOCC4)cc3)c(=O)[nH]c2cc1C	i	0.35
Nn1c(SCC(=O)Nc2c(F)cc(F)cc2Br)nnc1C1CCCCC1	i	-1.39
CCCOc1ccc(CCC(=O)N/N=C/c2ccncc2)cc1	i	-1.08
Cc1ccc(-c2nnc(NCc3ccccc3)c3ccccc23)cc1	i	-0.93
COc1ccc(NC(=S)N(CCCN2CCCCC2)Cc2cccs2)cc1	i	-0.18
CCOc1ccc(-c2nnc3sc(COc4ccc(Cl)cc4)nn23)cc1	i	-0.99
Fc1ccc(NC(=S)NCc2ccccn2)cc1	i	1.65
COc1ccc(N2CCN(c3ccc(N4C(=O)COCC4=O)cc3[N+](=O)[O-])CC2)cc1	i	1.4
NCCSC1CC(=O)N(c2ccc(F)cc2)C1=O (stereo unspecified)	i	-0.11
Cc1cccc(CN2C(=O)N/C(=C/c3cc(C)n(-c4ccccn4)c3C)C2=O)c1	i	0.08
Nc1nonc1-c1nc2ccccc2n1Cc1ccc(Cl)cc1	i	-0.28
CCN(CCn1cccn1)C(=O)CC1C(=O)NCCN1Cc1cccc(OC)c1OC (stereo unspecified)	i	1.54
O=C(Nc1ccc(O)cc1)c1ccc(C(=O)c2ccccc2)o1	i	0.57
CCN(CC)c1ccc(-n2c(C)c(C(C)=O)c(C(C)=O)c2C)cc1	i	0.77
CCC(C)(C)c1ccc(OCC(=O)N(C)C)c(C(C)(C)CC)c1	i	-1.93
COc1cc(/C=C(/NC(C)=O)C(=O)O)cc(Cl)c1OCc1ccc(Br)cc1	i	1.62
CC(=O)Nc1nnc(SCc2ccccc2F)s1	i	-0.47
CCOC(=O)c1c(C)n(C)c2ccc(OCC(O)Cn3nc(C)c(Br)c3C)cc12 (stereo unspecified)	i	0.37
CCOC(=O)C1=C(CSc2nc(-c3ccncc3)ccc2C#N)OC(N)=C(C#N)C1c1cccnc1 (stereo unspecified)	i	1.98
Cc1cccc2cc3c(N)c(C(=O)N4CCCc5ccccc54)sc3nc12	i	0.74
Cc1[nH]c(C)c(S(=O)(=O)N2CCN(c3cccc(C(F)(F)F)c3)CC2)c1C(=O)N1CCCC1	i	0.37

The list goes on.
SMILES	CHT block	Kir21 block
CCCOc1ccc2c(C)c(CC(=O)OC)c(=O)oc2c1	i	-1.76
CCN(CC)P(=O)(Nc1ccc(Br)cc1)c1c(C)nn(CCC#N)c1NC(=O)c1ccc(Cl)cc1 (stereo unspecified)	i	2.26
Cc1ccc(/C=N/NC(=O)c2ccc3nc[nH]c3c2)o1	i	1.32
Cc1ccc(C(=O)NC(=S)Nc2nc(-c3cccc([N+](=O)[O-])c3)cs2)c(Cl)c1	i	1.63
CCC(Sc1nc2cc3c(cc2c(=O)n1Cc1ccco1)OCO3)C(=O)Nc1ccccc1OC (stereo unspecified)	i	-0.17
CCOC(=O)N1CCN(S(=O)(=O)c2cc(Br)cc3c2N(C(=O)CC)CC3)CC1	i	-2.82
Cc1ccc(-c2cc(-c3cccc(F)c3)n[nH]2)c(O)c1	i	1.19
Cc1cc2oc(C(=O)N3CCN(CCc4ccccn4)CC3)c(C)c2cc1C	i	0.02
O=C(Nc1nnc(C2=COCCO2)o1)c1ccc(F)cc1	i	-1.35
CCOC(CNC(=O)C1CCN(S(=O)(=O)c2ccc3nc4c(c(C(=O)O)c3c2)CCCCC4)CC1)OCC	i	1.06
O=C(c1ccncc1)N1CCN(c2cccc(C(F)(F)F)c2)CC1	i	1.57
CCC1S/C(=N/N=C/c2ccco2)NC1=O (stereo unspecified)	i	0.84
O=C1CCCN1CC1CCN(Cc2nc(CC3CC3)no2)CC1	i	1.61
CN1CCN(CCCNC(=O)Nc2ccc([N+](=O)[O-])cc2)CC1	i	0.27
CCC(C(=O)OCC(=O)Nc1c(C)nn(-c2ccccc2)c1C)c1ccccc1 (stereo unspecified)	i	0
Cn1cnc([N+](=O)[O-])c1N=C(N)N	i	1.45
CC(C)c1ccc(NC(=S)Nc2ccc3[nH]c(=O)[nH]c3c2)cc1	i	-0.33
COc1cc(C2NC(=O)NC(C)=C2C(=O)OCc2ccc(C)cc2)cc(OC)c1O (stereo unspecified)	i	0.18
Cc1cc(C(C)(C)C)ccc1OCCn1ccnc1	i	0.09
Cc1nc(Cc2nnc(SCC(=O)Nc3c(C)cccc3C)o2)cs1	i	1.33
CCC(C(=O)OCC(=O)Nc1cccc(C(C)=O)c1)c1ccccc1 (stereo unspecified)	i	0.9
CC(=O)c1ccc(NC(=O)CSc2nc3[nH]ncc3c(=O)[nH]2)cc1	i	-0.59
Cc1ccc(OCc2n[nH]c(=S)n2-c2ccc(Cl)cc2)cc1	i	-0.15
Cn1c(=O)c(C(=S)NC(=O)C2CC2)c(N)n(Cc2ccccc2)c1=O	i	-0.14
O=C(Cn1cc[n+](Cc2ccccc2)c1)c1ccc([N+](=O)[O-])cc1	i	1
CCN(CC)C(=O)Oc1ccccc1NC(C)=O	i	-0.54
COc1ccc2[nH]c(C(=O)N3CCC(Cc4ccccc4)CC3)cc2c1	i	0.39
Cc1ccc(NC(=S)N2CCC(c3nc4ccccc4s3)CC2)cc1C	i	-0.23
O=S(=O)(c1ccccc1)N1CCN(S(=O)(=O)N2CCCCC2)CC1	i	1.49
CN(C)C(CNC(=O)c1ccc(NS(=O)(=O)c2ccc(F)cc2)cc1)c1ccco1 (stereo unspecified)	i	-0.47
